High-throughput results from PubChem.
ERAP1 inh: inhibitors of human ERAP1 aminopeptidase; inhibition, % at 10.7 µM; Q9NZ08; recombinant ERAP1, Leu-AMC fluorescence, 60 min; 0.15% of 340,000 active;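 active means mean replicate inhibition of at least 30%, or all replicates individually reaching that 30% level; inactive means mean below 30% and not every replicate reaching it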;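 further: 0% = neutral control wells and 100% = L-leucinethiol positive control wells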
miR-122 sensor: miR-122 inhibition in Huh7 cells; 0.3% of 340,000 active; activation (reporter increase), % at 12.5 µM; Huh7 miR-122 Renilla luciferase sensor, 48 h; neutral wells = 0, positive control = 100;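 active means mean replicate activation score at least 90 and every replicate individually at or above 90; inconclusive means only one of the two criteria met; inactive means neither criterion met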;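 further: higher luciferase means less miR-122 activity so hits act as miR-122 inhibitors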
CASP6 VEID inh: blocks human caspase-6 cleavage activity; P55212; purified caspase-6, Z-VEID-R110 cleavage fluorescence; inhibition, % at 12.5 µM; 0.53% of 350,000 active; AID 686996;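 active means mean inhibition across replicates at least about 35%, with every replicate also reaching that limit, limit read from the data; inconclusive means only one of the two criteria met; inactive means neither criterion met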;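 further: 0% = median of neutral control wells and 100% = no fluorescence left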
Target sequence (P55212 24-179 limits assumed): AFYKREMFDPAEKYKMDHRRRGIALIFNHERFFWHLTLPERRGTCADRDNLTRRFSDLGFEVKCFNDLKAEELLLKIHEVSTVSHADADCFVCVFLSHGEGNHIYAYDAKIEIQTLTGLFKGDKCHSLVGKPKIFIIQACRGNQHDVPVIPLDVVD
Target sequence (P55212 194-293 limits assumed): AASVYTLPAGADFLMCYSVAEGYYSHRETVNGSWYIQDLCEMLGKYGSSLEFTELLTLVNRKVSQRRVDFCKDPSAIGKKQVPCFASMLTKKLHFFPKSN
DENV2 CPE: DENV2-induced cell death inhibition. CPE inhibition, % at 9.99 µM. 1.7% of 350,000 active. DENV2-infected cells, cytopathic effect rescue, plate reader; in the data active means CPE inhibition above about 20%, passing the limit was not always enough; inconclusive means no clear call, values can overlap the other calls; tested in BHK-21 cells;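 further: 0% = median of neutral control wells and 100% = median of positive control wells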
F508del corr: correctors of CFTR F508del function in bronchial epithelial cells; CFBE cells, YFP halide quenching; stimulated with forskolin plus potentiator P3; % fluorescence drop versus neutral controls; activity (quench increase), % at 7.58 µM; 0.36% of 350,000 active; AID 720511;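 active means mean added fluorescence quench of at least 8% versus neutral control, with both replicates also reaching 8%; inconclusive means only one of the mean or replicate conditions met; inactive means mean below 8% and not both replicates reaching 8%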;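 further: cells transiently co-express mutant CFTR-F508del with the halide-sensitive YFP; corrector assay measuring rescue of mutant channel to the surface after 24 h compound exposure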
ERp5 block: inhibitors of human ERp5; ERp5 insulin aggregation, absorbance 650 nm, 90 min; Q15084; AID 651711; inhibition, % at 9.99 µM; 0.05% of 350,000 active;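 active means mean replicate inhibition above about 25%, with every replicate also reaching it, limit read from the data, passing the limit was not always enough; inconclusive means only one of those two criteria met; inactive means neither criterion met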
Target sequence (Q15084 whole entry, looked up): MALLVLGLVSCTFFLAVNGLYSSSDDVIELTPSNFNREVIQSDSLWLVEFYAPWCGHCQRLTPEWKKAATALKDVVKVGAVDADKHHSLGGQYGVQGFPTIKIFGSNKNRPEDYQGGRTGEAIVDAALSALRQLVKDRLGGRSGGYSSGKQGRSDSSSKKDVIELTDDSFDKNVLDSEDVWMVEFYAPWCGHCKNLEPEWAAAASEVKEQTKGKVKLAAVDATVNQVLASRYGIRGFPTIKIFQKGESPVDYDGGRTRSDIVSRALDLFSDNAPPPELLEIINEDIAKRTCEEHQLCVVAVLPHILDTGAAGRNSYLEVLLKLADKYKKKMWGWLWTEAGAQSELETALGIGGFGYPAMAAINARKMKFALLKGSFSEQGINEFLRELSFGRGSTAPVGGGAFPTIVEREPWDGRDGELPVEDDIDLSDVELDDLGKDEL
SIRT5 inh: sirtuin-5 (human) deacylase inhibition; Purified SirT5, succinyl-peptide AMC, trypsin-coupled fluorescence; inhibition, % at 15 µM; 1.1% of 330,000 active; AID 652115; in the data active means inhibition above about 15%; inconclusive means no clear call, values can overlap the other calls
Target sequence (Q9NXA8 whole entry, looked up): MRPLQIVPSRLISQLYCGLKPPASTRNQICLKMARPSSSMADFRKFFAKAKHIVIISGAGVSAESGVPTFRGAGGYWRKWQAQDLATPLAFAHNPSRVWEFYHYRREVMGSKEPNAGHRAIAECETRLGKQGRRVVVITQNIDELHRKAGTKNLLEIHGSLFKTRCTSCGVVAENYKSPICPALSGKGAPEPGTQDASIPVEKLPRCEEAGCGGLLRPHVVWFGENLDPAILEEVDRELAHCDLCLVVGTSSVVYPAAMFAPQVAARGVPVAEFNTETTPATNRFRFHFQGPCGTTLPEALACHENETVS
Starred values were filed as active, the others as inactive; u = inconclusive; x = not tested or not shown; & = joins results of further samples; [ ] = another dose, or the depositor's remark. No enrichment for hits, and some 4% of all compounds hit somewhere here.

SMILES	ERAP1 inh	miR-122 sensor	CASP6 VEID inh	DENV2 CPE	F508del corr	ERp5 block	SIRT5 inh
N/C(Cc1ccc([N+](=O)[O-])cc1)=N\OC(=O)COc1cccc2ccccc12	1	x	0	2	0.5	1	-1
CC1CC(C)CN(S(=O)(=O)c2ccc3c(c2)CCN3C(=O)C2CC2)C1 (stereo not drawn)	1	10	2	1	0.9	0	-2
OCc1nc2ccc(Cl)cc2[nH]1	1	3	0	3	-1.1	-6	0
CCOC(=O)C1=CCN(S(=O)(=O)c2ccc(F)cc2)C1c1ccc(Cl)cc1 (stereo not drawn)	-3	x	0	-3	-1.7	8	3
O=C(CN1CCCCC1)Nc1ccc(N2CCCCCC2)cc1	x	x	-18	3	-0.9	0	-6
CC(C)NC(=O)Nc1ccc2c(c1)C(=O)N([C@H](C)CO)C[C@@H](C)[C@H](CN(C)Cc1ccc(C(=O)O)cc1)OCCCC[C@H](C)O2	-1	-2[16.7 µM]	-3	2	-0.9	-2	0
COc1ccc(-c2ccc([C@H]3[C@H](C#N)N(C(=O)NC4CCCCC4)[C@H]3CO)cc2)cc1	-1	x	3	3	1.3	1	0
CCOC(=O)Cc1csc(NC(=O)CSc2nnc(-c3ccc(F)cc3)o2)n1	-1	-6	1	-5	-1.2	-5	-2
C[C@H](CO)N1C[C@H](C)[C@@H](CN(C)S(=O)(=O)c2ccccc2)Oc2ccc(NC(=O)C3CCCCC3)cc2C1=O	-3&2	5[16.7 µM]	1&-3	2&1	-1.6&0.1	-3&-1	-1&-2
Cc1cc(OC(F)F)ccc1NC(=S)NCCc1ccccc1	1	0	2	-1	-0.2	0	2
C[C@@H]1CCCCO[C@@H](CN(C)C(=O)Nc2ccccc2)[C@@H](C)CN([C@@H](C)CO)C(=O)c2cc(NS(=O)(=O)c3ccc(F)cc3)ccc2O1	1	x	2	1	-0.6	6	-1
O=C(COC(=O)C1CCN(c2ccc(C(F)(F)F)cn2)CC1)c1ccc(F)cc1	3	-9	-3	7	2.2	9	1
C[C@@H](NC(=O)C[C@H]1C=C[C@H](NC(=O)Cc2ccccn2)[C@@H](CO)O1)c1ccccc1	2	x	-1	0	3.8	-4	2
COc1ccc(CNC(=O)N2CCc3ccccc3C2)cc1	-1	-3	-1	-1	-0.3	6	2
COc1cc(NS(=O)(=O)c2cc(C(=O)N3CCN(C(C)=O)CC3)ccc2OC)cc(OC)c1	1	-2	1	5	-2.8	0	4
CO[C@H]1CN(C)C(=O)c2ccc(NC(=O)Cc3ccccc3)cc2OC[C@@H](C)N(C)C[C@H]1C	-1	x	2	5	-0.2	-5	0
Cc1cc(C)c2oc(C(=O)N3CCN(Cc4ccccc4)CC3)cc(=O)c2c1	-3	2	0	3	-0.8	-3	-1
COc1ccc(S(=O)(=O)Nc2nccs2)cc1OC	-3	x	1	17	1.0	0	-2
CCNC(=O)Nc1ccc2c(c1)C(=O)N(C)[C@@H]1CC[C@@H](CC(=O)Nc3ccccc3)O[C@@H]1CO2	3	0[16.7 µM]	1	u	1.1	0	4
C[C@@H]1CCCCO[C@H](CN(C)S(=O)(=O)c2ccc(F)cc2)[C@@H](C)CN([C@@H](C)CO)C(=O)c2cc(NC(=O)Nc3ccc(F)cc3)ccc2O1	x	-4[16.7 µM]	x	-3	-2.5	x	x

The last 5 compounds of the section before are carried over, then new ones follow:
SMILES	ERAP1 inh	miR-122 sensor	CASP6 VEID inh	DENV2 CPE	F508del corr	ERp5 block	SIRT5 inh
CO[C@H]1CN(C)C(=O)c2ccc(NC(=O)Cc3ccccc3)cc2OC[C@@H](C)N(C)C[C@H]1C	-1	x	2	5	-0.2	-5	0
Cc1cc(C)c2oc(C(=O)N3CCN(Cc4ccccc4)CC3)cc(=O)c2c1	-3	2	0	3	-0.8	-3	-1
COc1ccc(S(=O)(=O)Nc2nccs2)cc1OC	-3	x	1	17	1.0	0	-2
CCNC(=O)Nc1ccc2c(c1)C(=O)N(C)[C@@H]1CC[C@@H](CC(=O)Nc3ccccc3)O[C@@H]1CO2	3	0[16.7 µM]	1	u	1.1	0	4
C[C@@H]1CCCCO[C@H](CN(C)S(=O)(=O)c2ccc(F)cc2)[C@@H](C)CN([C@@H](C)CO)C(=O)c2cc(NC(=O)Nc3ccc(F)cc3)ccc2O1	x	-4[16.7 µM]	x	-3	-2.5	x	x
C[C@H]1CN([C@@H](C)CO)C(=O)c2cccc(NS(=O)(=O)c3ccc(Cl)cc3)c2O[C@H]1CN(C)C(=O)Nc1ccc2c(c1)OCO2	1	-1[16.7 µM]	1	19	1.4	2	6
O=S(=O)(NN1CCOCC1)c1ccc(Cl)s1	1	0	-4	0	3.0	-7	-4
CO[C@H]1CN(C)C(=O)c2ccc(NC(=O)Nc3ccccc3)cc2OC[C@@H](C)N(C(=O)CC2CC2)C[C@H]1C	-1	-9[16.7 µM]	0	-9	-0.4	-1	3
CN1C(=O)c2cc(NC(=O)c3ccc4c(c3)OCO4)ccc2OC[C@@H]2O[C@H](CC(=O)O)CC[C@@H]21	0	33[16.7 µM]	-1	2	1.4	-7	0
CCCn1cnc2c(SCc3ccccc3)nc(N)nc21	3	-3	-2	15	-1.6	4	1
CCCN(C(=O)COC(=O)CSc1ccc([N+](=O)[O-])cc1)C1CCS(=O)(=O)C1 (stereo not drawn)	-1	x	-2	-9	-4.1	-5	3
CC(=O)Nc1ccc(C(=O)NNC(=O)C2C3CCCCC32)cc1 (stereo not drawn)	-3	1	-2	0	0.7	1	-4
COc1ccc(NC(=O)CCC(=O)OCc2ccc([N+](=O)[O-])cc2)cc1	9	x	-1	2	x	-3	-3
COc1ccc(NC(=O)N(C)C[C@@H]2OCCCC[C@H](C)Oc3ccc(NS(=O)(=O)c4cccs4)cc3C(=O)N([C@H](C)CO)C[C@@H]2C)cc1	-6	17[16.7 µM]	0	2	-2.0	-3	7
O=C(C[C@@H]1CC[C@H]2[C@@H](COC[C@@H](O)CN2C(=O)Nc2ccc(C(F)(F)F)cc2)O1)NCC1CC1	2	15[16.7 µM]	0	0	2.9	-5	3
CCc1ccc(S(=O)(=O)n2c(C)nc3ccccc32)cc1	2	8	-1	-2	2.0	-4	-1
C[C@@H]1CN([C@H](C)CO)C(=O)Cc2cc(NC(=O)Cn3cnnn3)ccc2O[C@@H]1CN(C)S(=O)(=O)c1ccccc1	8	10[16.7 µM]	-2	2	-0.9	11	0
CCOc1ccc(NC(=O)CN(C)C(=O)c2sccc2-c2ccccc2)cc1OCC	0	1	2	-3	-1.3	-1	0
O=C(c1ccc(-c2ccc([N+](=O)[O-])cc2)o1)N1CCN(S(=O)(=O)c2cccs2)CC1	1	-15	0	4	0.4	-15	-1
COC(=O)c1cccc(N2CCCC2=O)c1	0	-1	-3	-1	-2.9	0	1
CC(=O)N1CCSc2ccc(S(=O)(=O)Nc3ccccc3C)cc21	-3	17	2	-4	0.7	-2	0
C[C@@H]1CN([C@@H](C)CO)C(=O)Cc2cc(NS(=O)(=O)c3ccccc3)ccc2O[C@@H]1CN(C)C(=O)Nc1ccc(C(F)(F)F)cc1	-3	29[16.7 µM]	2	-8	-0.3	3	13
COCC(=O)Nc1ccc2c(c1)OC[C@H](C)N(C(=O)c1cccnc1)C[C@@H](C)[C@H](OC)CN(C)C2=O	-1	2[16.7 µM]	-2	-6	2.5	1	-10
Cn1c(=O)n(C)c2cc(NS(=O)(=O)c3ccccc3[N+](=O)[O-])ccc21	14	-3	4	-5	0.0	-1	0
Oc1oc(-c2ccc(Br)cc2)nc1/C=N/c1ccccn1	0	x	-4	8	x	4	-2
CC1CN(C(=S)Nc2cccc(Cl)c2)CC(C)O1 (stereo not drawn)	-1	18	-3	0	-3.0	4	x
O=C(Cc1ccccn1)N[C@H]1CC[C@@H](CCn2cc(-c3ccc(F)cc3)nn2)O[C@@H]1CO	-8	x	2	-5	-1.6	1	-3
CN(C)CCCNc1nc2cc(-c3ccccc3)sc2c(=O)n1C	0	-6	-21	-1	0.2	4	-3
[O-][n+]1ccccc1/C=C/c1ccccc1	-1	x	3	-4	0.2	3	-2
COc1ccc(Oc2cccc(Cl)c2CNC(=O)CSCC(=O)O)cc1	3	x	3	13	x	4	-5
CO[C@@H]1CN(C)C(=O)c2cc(NS(=O)(=O)CC(F)(F)F)ccc2OC[C@H](C)N(C(=O)c2ccc3c(c2)OCO3)C[C@@H]1C	-1	x	0	-9	-0.8	-2	x
CN(Cc1c(F)cccc1Cl)C(=O)c1cc2ccccc2o1	-1	x	-2	-4	2.3	-2	-3
C/C(=N\S(=O)(=O)c1ccc(C)cc1)Nc1cc(C(C)C)c(O)cc1C	3	3	2	8	-0.4	-2	x
Cc1ccc(C(c2ccc(C)o2)c2cccc([N+](=O)[O-])c2O)o1	-1	16	11	x	x	2	-7
O=C(C[C@@H]1CC[C@@H]2[C@H](COC[C@H](O)CN2Cc2ccccc2)O1)NCc1ccccc1Cl	1	2[16.7 µM]	1	8	-1.8	23	0
C[C@@H]1CN([C@H](C)CO)C(=O)c2cc(NC(=O)Nc3ccc(F)cc3)ccc2O[C@@H](C)CCCCO[C@H]1CN(C)Cc1ccncc1	x	1[16.7 µM]	x	-3	-1.4	x	x
Cc1cccc(C)c1NC(=O)C1(NC(=O)c2cnccn2)CCCCC1	3	-5	14	-10	0.8	2	0
Cc1cccc(-c2ccc([C@H]3[C@H](CO)N4CCCCN(S(=O)(=O)c5cccc(C)c5)C[C@@H]34)cc2)c1	-1	0[16.7 µM]	-2	-4	-9.8	-3	19*
O=C1CN(S(=O)(=O)Cc2ccccc2)C[C@H]2[C@@H](c3ccc(C#Cc4ccccc4)cc3)[C@@H](CO)N12	-3	x	5	3	7.0	5	11
CN1C(=O)c2cc(NC(=O)Nc3ccccc3F)ccc2OC[C@@H]2O[C@H](CC(=O)O)CC[C@@H]21	x	-43[16.7 µM]	x	4	1.8	x	x
COc1ccccc1CN(C)C(=O)CN1C(=O)c2ccccc2C1=O	2	x	3	5	1.0	-4	-2
O=c1[nH]c(C2CCN(S(=O)(=O)/C=C/c3ccccc3)CC2)nc2c1nnn2Cc1ccccc1	-3	-5	-1	3	-5.8	2	7
C[C@@H]1CN([C@H](C)CO)S(=O)(=O)c2ccc(-c3cccnc3)cc2O[C@@H]1CN(C)Cc1ccccn1	-4	0[16.7 µM]	-1	4	2.4	2	-6
COc1ccc(NC(=O)CSc2nc3[nH]ncc3c(=O)[nH]2)c(OC)c1	2	x	0	-1	0.7	-3	2
C[C@@H]1CN([C@H](C)CO)C(=O)c2cc(NC(=O)Nc3cccc4ccccc34)ccc2O[C@@H]1CN(C)S(=O)(=O)c1ccc(Cl)cc1	-2	12[16.7 µM]	3	-10	2.0	-12	5
Cc1nc(N2CCCCCC2)c2ccccc2n1	3	-14	-2	1	-1.3	4	2
C=C1C2C[C@H](O)C(C)(C)[C@@]2(O)[C@H](O)C[C@]23C[C@@](C)(O)[C@H](CC[C@H]12)[C@H]3O (stereo partly drawn)	0	-5	-2	0	4.9	1	-1
Oc1ccccc1/C=N/n1c(-c2ccccc2)n[nH]c1=S	-1	-8	-2	-2	-1.7	4	-6

As a short view, some entries already given:
SMILES	ERAP1 inh	miR-122 sensor	CASP6 VEID inh	DENV2 CPE	F508del corr	ERp5 block	SIRT5 inh
CC1CN(C(=S)Nc2cccc(Cl)c2)CC(C)O1 (stereo not drawn)	-1	18	-3	0	-3.0	4	x
O=C(Cc1ccccn1)N[C@H]1CC[C@@H](CCn2cc(-c3ccc(F)cc3)nn2)O[C@@H]1CO	-8	x	2	-5	-1.6	1	-3
CN(C)CCCNc1nc2cc(-c3ccccc3)sc2c(=O)n1C	0	-6	-21	-1	0.2	4	-3
